M5 PAM – positive allosteric modulators of human muscarinic M5 receptor | P08912 | CHO-K1 hM5, Fluo-8 calcium, ACh EC20 PAM; 0% = ACh EC20, 100% = ACh EC100 | activation, % at 3 µM | 0.3% of 360,000 active | AID 624038;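 active = activation above the run cutoff, the mean activation of all test compounds plus 3 SD, cut at about 18% in these data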
Target sequence (P08912 whole entry, looked up): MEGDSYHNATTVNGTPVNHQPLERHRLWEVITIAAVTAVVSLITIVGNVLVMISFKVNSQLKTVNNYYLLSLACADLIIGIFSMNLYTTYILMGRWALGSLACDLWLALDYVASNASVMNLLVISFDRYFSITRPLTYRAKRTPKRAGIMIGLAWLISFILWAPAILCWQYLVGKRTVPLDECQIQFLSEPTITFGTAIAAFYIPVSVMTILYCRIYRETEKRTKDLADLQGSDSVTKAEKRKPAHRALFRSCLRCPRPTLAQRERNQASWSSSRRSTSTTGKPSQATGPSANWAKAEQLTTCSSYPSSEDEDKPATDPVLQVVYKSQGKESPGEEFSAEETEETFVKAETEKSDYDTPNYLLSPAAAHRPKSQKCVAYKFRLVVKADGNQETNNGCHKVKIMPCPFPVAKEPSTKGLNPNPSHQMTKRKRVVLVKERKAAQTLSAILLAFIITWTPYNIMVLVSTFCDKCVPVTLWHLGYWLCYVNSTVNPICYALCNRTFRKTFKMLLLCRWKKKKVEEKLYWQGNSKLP
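System: CHO-K1 cell line with stable human muscarinic M5 receptor expression | Also added: EC20 acetylcholine as agonist stimulus | Compound: One concentration, 3 µM final (nominal) | Timing: Fluo-8 loading 80 min at 37 °C plus 30 min room temperature | Measured by: Fluo-8 calcium dye fluorescence, kinetic read | Read-out basis: % activation, ACh-normalized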
CRFR2-BP antag – antagonists of CRF-binding protein/CRF-R2 receptor complex. inhibition, % at 11.8 µM. 0.59% of 350,000 active. HEK293 CRF-R2/CRF-BP, CRF-induced calcium fluorescence;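 active = inhibition of the ligand-induced calcium signal above about 50% at the single tested concentration, limit read from the data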
TAAR1 antag – antagonists of human TAAR1 | Q96RJ0 | CHO RD-HGA16 TAAR1, Fluo-8 calcium fluorescence, antagonist | inhibition, % at 3 µM | 1.5% of 360,000 active | AID 624466;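 active = inhibition above a per-plate cutoff, the mean inhibition of test compounds on that plate plus 3 SD, cut at about 49% in these data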;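 note: 0% = DMSO plus EC80 beta-PEA response and 100% = DMSO alone without agonist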
Target sequence (Q96RJ0 whole entry, looked up): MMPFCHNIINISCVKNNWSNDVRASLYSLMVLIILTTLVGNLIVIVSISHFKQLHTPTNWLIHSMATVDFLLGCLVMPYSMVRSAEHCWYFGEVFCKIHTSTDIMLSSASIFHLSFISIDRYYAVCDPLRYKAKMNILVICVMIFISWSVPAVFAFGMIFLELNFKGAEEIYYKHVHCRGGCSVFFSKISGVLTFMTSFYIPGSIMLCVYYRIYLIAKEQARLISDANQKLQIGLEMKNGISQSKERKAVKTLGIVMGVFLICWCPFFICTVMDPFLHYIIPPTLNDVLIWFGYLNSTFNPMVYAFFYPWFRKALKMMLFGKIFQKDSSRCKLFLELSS
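Test system – hTAAR1-expressing CHO RD-HGA16 cells, Gα16-coupled · Reagent – β-PEA at EC80 concentration, post-compound challenge · Compound dosing – 3 µM, single point · Timing – 140 s kinetic read after compound, 140 s after agonist · Detection – Fluo-8 intracellular calcium dye fluorescence, real-time kinetic reads · Control set – DMSO and EC80 PEA controls · Repeats – n of 1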
CHRM5 agonist – CHRM5 agonism in calcium assay | activation, % at 3 µM | 0.19% of 360,000 active | CHO-K1 hM5 cells, Fluo-8 calcium fluorescence; 0% DMSO wells, 100% maximal acetylcholine response | P08912;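 active = activation above the run's mean over test compounds plus 3 SD, cut at about 23% in these data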;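 note: signal is peak over basal fluorescence ratio across the kinetic read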
CRFBP-R2 agonist – agonists of human CRF-binding protein/CRF-R2 receptor complex. activation, % at 13.2 µM. HEK293 CRF-R2/CRF-BP, calcium dye fluorescence (FLIPR); percent of saturating CRF peptide response. 0.46% of 350,000 active;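 active = activation of at least 50%, plus an integration ratio under a set limit after plate pattern correction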;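 note: plate controls were neutral control wells without compound for no effect and CRF at EC100 for full effect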
TAAR1 ag – agonists of human TAAR1 | 0.99% of 360,000 active | Q96RJ0 | CHO RD-HGA16 TAAR1, Fluo-8 calcium fluorescence; vehicle wells 0%, saturating PEA agonist 100% | activation, % at 3 µM | AID 624467;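 active = activation above the mean activation of all test compounds in the run plus 3 SD, cut at about 38% in these data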
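Assay system: CHO-derived RD-HGA16 cells with stable Gα16 and human TAAR1; timing: 17-24 h seeding, 75 min 37 °C dye, 30 min RT; read-out: % activation from peak over basal fluorescence ratio, DMSO-to-PEA scaled; measured by: kinetic Fluo-8 calcium fluorescence; benchmarks: low control DMSO, high control PEA (EC100); doses: 3 µM single concentration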
M5 antag – antagonists of human muscarinic M5 receptor (CHRM5) | P08912 | AID 624040 | 0.59% of 360,000 active | inhibition, % at 3 µM | CHO-hM5 cells, Fluo-8 calcium fluorescence, ACh EC80;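 active = inhibition above a per-plate cutoff, the mean of that plate's test compounds plus 3 SD, cut at about 27% in these data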;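 note: 0% = acetylcholine EC80 with DMSO and 100% = DMSO without agonist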
M4 PAM – CHRM4 positive allosteric modulation; 0.4% of 360,000 active; P08173; AID 624126; activation, % at 3 µM; CHO-K1 hM4/Gqi5, Fluo-8 calcium fluorescence, ACh EC20; 0% = ACh EC20, 100% = maximal ACh;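 active = activation above its plate's cutoff, the mean activation of sample wells plus 3 SD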; note: some results filed as inactive read as strong as hits
CHO-K1 Ca PAM – M1 PAM counterscreen hit in parental CHO-K1 cells; ATP EC20, Fluo-8 calcium fluorescence; 0% at ATP EC20, 100% at ATP max; activation, % at 3 µM; 0.02% of 360,000 active;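 active = activation above the run cutoff, the mean activation of all test compounds plus 3 SD, cut at about 40% in these data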;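 note: peak over basal fluorescence ratio in a 140 s read after ATP addition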
An asterisk follows results filed as active; . = not tested or not shown.

SMILES	M5 PAM	CRFR2-BP antag	TAAR1 antag	CHRM5 agonist	CRFBP-R2 agonist	TAAR1 ag	M5 antag	M4 PAM	CHO-K1 Ca PAM
COC(=O)C1=CN(c2ccc(OC)cc2OC)C(N)=C(C#N)C1c1ccccc1F (stereo not given)	-8	.	-1	-2	.	1	5	-5	.
CCC(C)(C)c1ccc(OCCCC[n+]2cccc(C)c2)c(C(C)(C)CC)c1	-21	-41	-16	-10	24	32	28*	-17	28
Cc1ccc(C)c(NC(=O)CN(C)C(=O)CC2OC(=O)c3ccccc32)c1 (stereo not given)	-6	-5	0	3	-1.0	5	12	8	-24
O=C(c1cc(F)ccc1F)C1CCCN(C(=O)c2ccco2)C1 (stereo not given)	-6	-7	-1	0	-1.6	8	1	-2	17
CCN(CC)C(=O)Cn1cc(C(=O)C(=O)NCCc2ccccc2)c2ccccc21	15	3	-23	-5	-1.3	2	-8	10	-1
Cc1ccc(C)c(-n2c(-c3csc(C)c3)n[nH]c2=S)c1	2	-18	3	-5	-1.2	16	-7	-6	-1
Cc1ccc2[nH]cc(C(=O)CN3CCC4(CC3)OCCO4)c2c1	-3	14	-5	0	1.0	14	3	0	4
COc1ccc(OCC(=O)N/N=C(\C)c2ccc(-n3ccnc3)cc2)cc1	-2	22	16	-1	-0.7	0	11	6	3
NNc1nccc(Nc2ccccc2C(=O)O)n1	3	8	-14	-2	-1.1	1	4	5	27
Cc1ccc(S(=O)(=O)N2CCN(C(=O)c3ccc(N4CCCC4)c([N+](=O)[O-])c3)CC2)cc1	-5	-7	-22	-3	0.0	-1	12	1	3
CC(C)(C)c1nc2ccc([N+](=O)[O-])cc2[nH]1	4	14	16	-3	-1.6	1	2	0	21
NNc1nc(Nc2ccccc2)nc(N2CCCCC2)n1	-8	-32	16	-1	1.5	45*	5	-2	-12
O=c1[nH]c(=O)n(Cc2ccco2)c2c1C(C(F)(F)F)(C(F)(F)F)N=C(CCc1ccccc1)N2	-18	-4	45	6	0.5	21	8	3	18
CC(C)O/N=C1\C(=O)N(c2ccccc2)c2ccccc21	1	40	1	-3	-3.1	9	-9	-3	26
COCCn1c(SCC(=O)NC2CCCCC2)nc2c(c1=O)SCC2	-8	1	0	-3	0.6	0	9	1	6
CN(C(=O)c1ccc(NC(=O)Cc2cccc(NC(=O)C3CCCN(S(=O)(=O)c4cccc([N+](=O)[O-])c4)C3)c2)cc1)C1CC1 (stereo not given)	0	11	-5	0	-1.2	-1	-3	7	13
O=C(C1CCN(c2nnc(N3CCCC3=O)s2)CC1)N1CCN(c2cccc(C(F)(F)F)c2)CC1	5	14	-15	-4	-0.2	3	-16	-11	0
C/C(=N\Nc1cc(C)nc(-c2ccccc2)n1)c1cccc([N+](=O)[O-])c1	3	119*	-5	0	6.3	0	13	6	14
CCOc1ccccc1-n1c(=S)sc2c(=O)n(-c3ccccc3)c(=S)[nH]c21	7	17	-38	4	0.3	5	5	4	-6
Cc1ccc(S(=O)(=O)N(CCC(=O)Nc2ccc(OC(F)(F)F)cc2)c2ccccc2)cc1	-2	25	-7	-5	5.7	-2	-2	3	6

CRFR2-BP antag: what is marked active above.
SMILES,CRFR2-BP antag,TAAR1 antag,CHRM5 agonist,CRFBP-R2 agonist,M5 antag,M4 PAM
C/C(=N\Nc1cc(C)nc(-c2ccccc2)n1)c1cccc([N+](=O)[O-])c1,119*,-5,0,6.3,13,6

Returning to the listing, repeating the 3 entries before the break.
SMILES	M5 PAM	CRFR2-BP antag	TAAR1 antag	CHRM5 agonist	CRFBP-R2 agonist	TAAR1 ag	M5 antag	M4 PAM	CHO-K1 Ca PAM
C/C(=N\Nc1cc(C)nc(-c2ccccc2)n1)c1cccc([N+](=O)[O-])c1	3	119*	-5	0	6.3	0	13	6	14
CCOc1ccccc1-n1c(=S)sc2c(=O)n(-c3ccccc3)c(=S)[nH]c21	7	17	-38	4	0.3	5	5	4	-6
Cc1ccc(S(=O)(=O)N(CCC(=O)Nc2ccc(OC(F)(F)F)cc2)c2ccccc2)cc1	-2	25	-7	-5	5.7	-2	-2	3	6
NC(=S)NN=Cc1nccc2c(C(F)(F)C(F)(F)C(F)(F)F)cccc12	-6	-2	-2	4	-1.8	-1	5	-1	-5
Cc1c(Cl)cnc(NC(=O)COC(=O)c2cccc(S(=O)(=O)N3c4ccccc4CC3C)c2)c1Cl (stereo not given)	-12	-8	-1	-2	3.8	11	2	-8	-6
CC1CCCC(C)N1C(=C(Cl)Cl)C(=C1SCCS1)[N+](=O)[O-] (stereo not given)	-2	-111	-42	-5	26	5	-14	-5	11
CC1CCCC(C)N1NC(=S)Nc1ccc(OC(F)F)cc1 (stereo not given)	-1	-4	-34	-1	-4.2	3	9	-1	21
COc1ccc(CCNc2cc(C)nc(N)n2)cc1OC	3	-4	-2	-6	3.1	2	1	5	-6
Cc1ccccc1Cn1nc(C)c(NC(=O)c2cc3nc(-c4ccco4)cc(C(F)(F)F)n3n2)c1C	-4	0	37	-4	-0.3	12	-2	-1	8
Cc1ccccc1NC(=O)c1cccc(S(C)(=O)=O)c1	0	-1	-16	0	0.2	1	-6	2	20
Cc1ccc(S(=O)(=O)n2nc(-c3ccco3)nc2SCc2ccccc2)cc1	-3	6	-12	-4	-0.9	7	-2	0	3
OC1CCCN(Cc2cn(Cc3ccccc3)nc2-c2cc3ccccc3o2)C1 (stereo not given)	-1	-30	6	-2	-2.7	2	-6	-7	-10
CN(C)C(=O)CSc1nnc(Cc2ccccc2)n1Cc1ccco1	-3	10	-19	-3	1.0	4	3	15	12
COCCn1c(SCC(=O)Nc2cc(C)on2)nnc1-c1c[nH]c2ccccc12	-2	1	-24	1	-0.3	5	-3	2	14
CCOCC(O)CS(=O)(=O)c1ccccn1 (stereo not given)	-1	11	3	2	-2.0	11	1	13	7
CCN(c1ccc(NS(=O)(=O)c2cc(Cl)ccc2Cl)cc1)C(C)C	-18	55*	-10	-8	-3.6	4	21	-17	14
Cc1ccc(C(=O)NCc2cccc(C(F)(F)F)c2)cc1S(=O)(=O)N1CCCCC1	-2	7	13	0	-4.9	1	8	-1	-27
COC(=O)C[N+](C)(C)CC#Cc1ccccc1	3	-2	2	-4	-2.8	6	-8	19	4
c1ccc(CN2CCN(C(c3ccccc3)c3ccccc3)CC2)cc1	-26	-11	-41	-17	1.7	5	9	-15	15
CCN(CC)S(=O)(=O)c1ccc(-c2nnc(SCC(=O)Nc3nc(C)cs3)o2)cc1	-3	18	10	1	-1.4	5	5	7	9
O=C(NNC(=S)Nc1ccccc1)c1cccc(Br)c1	-9	4	3	5	3.6	11	14	-4	10
CC1CCCN(c2nc(NCc3ccco3)nc(N)c2[N+](=O)[O-])C1 (stereo not given)	-2	-56	-31	0	-4.8	13	-1	-4	20
Cc1nnc(NC(=O)CCC(=O)NC2CCCCCCC2)s1	-2	12	-13	-5	1.5	2	6	2	10
COC(=O)C1(C(=O)OC)C/C=C\CN(S(=O)(=O)c2ccccc2[N+](=O)[O-])CC1	1	.	-14	7	.	2	-3	-2	-9
O=C(Cc1ccc(S(=O)(=O)N2CCOCC2)s1)Oc1ccc(F)cc1	2	1	-4	0	-0.3	2	-1	0	10
CCOC(=O)C(C)n1cnc2c(nnn2-c2cccc(Cl)c2)c1=O (stereo not given)	-10	5	-1	1	-2.2	0	8	-1	7
Cc1ccccc1-n1c(SC(C)C(=O)NCC2CCCO2)nnc1-c1ccncc1 (stereo not given)	5	-6	-31	0	-0.1	0	-5	3	10
Cc1ccc(NC(=O)c2cccc(C(F)(F)F)c2)cc1NC(=O)c1[nH]cnc1C(N)=O	-6	11	14	3	0.7	3	17	0	7
OC[C@H]1O[C@@H](Oc2ccc3cc(Br)ccc3c2)[C@H](O)[C@@H](O)[C@H]1O	-1	5	-13	0	-1.2	6	1	4	5
Cc1nn(C(=O)c2cccc([N+](=O)[O-])c2)c(C)c1Br	1	14	-3	-1	0.6	0	4	4	-11
CC(=O)NCCOc1nc(N2CCCCC2)nc(N2CCCCC2)n1	9	8	8	-2	-6.4	-1	6	-1	14
COc1ccc(NC(=O)c2ccc3c(c2)S(=O)(=O)N=C2CCCCCN23)cc1S(N)(=O)=O	3	8	-14	-1	-0.6	19	6	3	8
Cc1ccc(CCNS(=O)(=O)c2ccc3c(c2)C(C)(C)C(=O)N3C)cc1	-5	10	-36	-1	0.8	9	-3	0	13
O=C1c2ccccc2CC1Sc1nnc(-c2ccccn2)o1 (stereo not given)	3	-22	6	-6	0.9	1	-9	11	14
Cc1nn(-c2ccccc2)c(C)c1NC(=O)COC(=O)CC(C)c1ccccc1 (stereo not given)	0	9	12	1	-3.0	7	3	-1	11
CSc1ncccc1C(=O)OCC(=O)C(C)(C)C	3	23	1	-1	-0.8	6	11	-1	18
COc1ccc(C(=O)NCCNC(=O)c2ccccn2)cc1	-1	4	2	-2	0.9	-1	1	-1	10
Cc1ccc(S(=O)(=O)NC2CC(C)(C)NC(C)(C)C2)c(C)c1C	8	10	0	-1	-0.6	0	1	9	15
Cc1cc(C)cc(NC(=O)C2CCC(CNC(=O)[C@@H]3Cc4ccccc4CN3)CC2)c1 (stereo not given in full)	5	6	-13	-9	-0.1	-2	-15	-4	-2
COc1ccccc1Oc1cc(-n2nc(C)cc2C)ncn1	-1	16	-2	-5	3.1	3	-4	1	19
O=C(CC1C(=O)NCCN1C(=O)Nc1ccc(F)cc1)Nc1ccc(F)cc1 (stereo not given)	6	-17	-3	3	1.7	1	-4	1	8
CSCC[C@H](NC(=O)[C@H](Cc1ccccc1)n1c(=O)[nH]c2ccccc2c1=O)C(=O)NCC1CCC(C(=O)O)CC1 (stereo not given in full)	4	8	11	1	-1.6	0	3	4	9
CCOC(=O)c1c(C)oc2ccc(OC(=O)c3cccs3)cc12	-3	3	15	0	1.5	2	8	5	4
O=C(c1cccnc1)N1CCN(c2ccc(Cl)cc2)CC1	8	0	-21	-1	-1.2	1	-8	30*	20
O=C(Cn1cnc2c(NCc3ccccc3)ncnc21)NCC1CCCO1 (stereo not given)	2	-13	-7	1	-1.8	2	-2	-1	-3
COC(=O)c1ccc(N2CCN(S(=O)(=O)c3ccccc3)CC2)c([N+](=O)[O-])c1	-13	34	17	2	-2.0	13	9	-10	5
Cc1nc2ncnn2c(C)c1CCC(=O)Nc1ccc(S(=O)(=O)N2CCCCCC2)cc1	2	-14	-10	0	0.9	1	4	9	19
O=C(CSc1nnc(CNC(=O)c2c(F)cccc2Cl)o1)NCc1ccc2c(c1)OCO2	-1	7	0	-8	0.2	6	5	0	-3
Cc1cc(C)c(C(=O)CN2C(=O)NC3(CCCCC3)C2=O)cc1C	9	-31	-13	-4	-1.4	0	-8	-1	0
